PDI inh: inhibitors of human PDI, primary screen, biochemical, turbidity, single point, plate reader | Protein disulfide-isomerase (Homo sapiens), P07237 | inhibition, % at 10 µM | PDI insulin aggregation turbidity, A650, 90 min | 350,000 compounds, 0.052% hits;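 active means mean inhibition across replicates of 30% or more, whatever share of single replicates reach that level; inconclusive means mean inhibition below 30% while every single replicate reaches 30%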;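 further: absorbance from insulin aggregation driven by PDI reduction with DTT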
Target sequence (P07237 whole entry, looked up): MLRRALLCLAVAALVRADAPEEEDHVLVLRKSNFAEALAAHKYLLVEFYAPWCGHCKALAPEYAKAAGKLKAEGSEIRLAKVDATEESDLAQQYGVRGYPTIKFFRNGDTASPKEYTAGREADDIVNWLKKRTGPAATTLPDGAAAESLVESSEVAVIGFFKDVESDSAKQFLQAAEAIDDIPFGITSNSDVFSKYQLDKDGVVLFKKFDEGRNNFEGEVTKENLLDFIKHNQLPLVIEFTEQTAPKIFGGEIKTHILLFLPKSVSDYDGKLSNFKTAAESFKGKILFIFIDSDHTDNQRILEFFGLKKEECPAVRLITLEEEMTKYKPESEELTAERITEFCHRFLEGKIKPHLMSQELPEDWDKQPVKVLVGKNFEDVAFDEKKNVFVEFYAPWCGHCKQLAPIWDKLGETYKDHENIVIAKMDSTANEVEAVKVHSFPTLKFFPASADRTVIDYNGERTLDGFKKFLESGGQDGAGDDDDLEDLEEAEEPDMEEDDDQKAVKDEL
N-glyco inh: increase of ERlucT glycosylation luciferase signal, primary screen, N-linked glycosylation inhibitor project, D54 ERlucT cells, luminescence, set 2 | reporter increase, % at 12.5 µM | D54 ERlucT glycosylation luciferase reporter, 24 h; percent of 100 nM tunicamycin response | 360,000 compounds, 0.23% hits;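 active means mean luciferase reporter signal, scaled so untreated is 0 and the glycosylation-blocking control 100, at or above a set limit in every replicate; inconclusive means mean reaches the limit but not every replicate does; inactive means mean below the limit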;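 further: luciferase carries N-glycosylation sites so blocking glycosylation raises the light; 0% = median of neutral control wells and 100% = median of 100 nM tunicamycin wells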
aDG glyco act: activators of alpha-DG glycosylation, primary screen, uHTS, Pro5-aDG cells, AlphaScreen | alpha-DG glycosylation AlphaScreen (IIH6); 0% Pro5, 100% B10-LARGE cell signal | activation, % at 10 µM | 360,000 compounds, 0.22% hits;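 active means activation of at least 8% versus controls, or a plate z-score of at least 8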;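 further: Pro5 are CHO cells carrying HIG-tagged alpha-DG that lacks glycosylation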
Vif imaging: HIV Vif self-association inhibitors, primary screen, imaging, HEK293T, single point; HEK293T cells, Vif self-association by quenched fluorescence, 24 h; inhibition, % at 7.49 µM; 340,000 compounds, 0.35% hits; in the data active means inhibition above about 50%, passing the limit was not always enough; inconclusive means no clear call, values can overlap the other calls; inactive means below about 31%; further: some results filed as inactive read as strong as hits
CaV13 ICDI inh: Disruptors of the CACNA1D IQ motif to Ca2+-dependent inactivation inhibitor domain association, primary screening, Förster resonance energy transfer in intact living … | HEK cells, CFP/YFP FRET ICDI-IQ, plate reader, 10 min; percent FRET-ratio fall versus neutral wells | 340,000 compounds, 0.098% hits | AID 743397 | inhibition, % at 12.3 µM;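 active means mean replicate inhibition of at least 30% and at least 1% of replicates passing that level; inconclusive means only one of the two criteria is met; inactive means neither criterion is met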;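 further: 0% = median of the neutral control wells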
H9c2 protect: cardioprotection against H2O2-induced cell death, primary screen, uHTS, H9c2 cells, ATPLite luminescence | H9c2 cardiomyocytes, H2O2 injury protection, 2 h | protection from H2O2 cell death, % at 20 µM | 360,000 compounds, 0.63% hits;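 active means compounds giving at least 50% protection of heart cells from peroxide-induced death in the single-dose screen, raw or plate-pattern-corrected value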;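 further: 0% = DMSO wells with peroxide and 100% = DMSO wells without peroxide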
Granule exo inh: LAMP-1 surface exposure blockers, TALL-104 cells – cell-based, flow cytometry, MLPCN library, primary screen | TALL-104 LAMP-1 surface exposure; cells stimulated with thapsigargin and PMA | inhibition, % at 10 µM | 360,000 compounds, 0.66% hits;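 active means inhibition above about 55%, limit read from the data; inconclusive means no clear call, values can overlap the other calls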
m5-HT2A agonist: mouse Htr2a agonists via beta-arrestin recruitment, primary screen, cell-based, luminescence | 5-hydroxytryptamine receptor 2A (Mus musculus), P35363 | CHO-K1 mHTR2A beta-arrestin complementation; percent of 30 µM serotonin response | activation, % at 7.6 µM | 360,000 compounds, 0.66% hits;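 active means activation above a run cutoff, the mean activation of all tested compounds plus 3 SD, cut at about 14% in these data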;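 further: 0% = plate median of compound wells and 100% = 30 µM serotonin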
Target sequence (P35363 whole entry, looked up): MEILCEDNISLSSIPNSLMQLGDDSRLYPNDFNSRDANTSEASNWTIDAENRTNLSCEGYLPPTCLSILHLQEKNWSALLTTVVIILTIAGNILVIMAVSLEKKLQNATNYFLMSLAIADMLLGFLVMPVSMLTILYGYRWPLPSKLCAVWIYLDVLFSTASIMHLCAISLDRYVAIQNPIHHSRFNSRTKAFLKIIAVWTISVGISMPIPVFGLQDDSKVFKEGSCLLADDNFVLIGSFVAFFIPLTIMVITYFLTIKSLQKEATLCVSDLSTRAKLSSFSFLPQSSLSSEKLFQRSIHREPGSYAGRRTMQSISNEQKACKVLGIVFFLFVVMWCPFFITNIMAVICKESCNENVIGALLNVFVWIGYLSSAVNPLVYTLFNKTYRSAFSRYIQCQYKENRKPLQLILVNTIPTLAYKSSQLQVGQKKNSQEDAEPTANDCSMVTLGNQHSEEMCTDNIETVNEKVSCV
iPSC survival up: enhancers of single-cell hiPSC survival, primary screen, ATPlite luminescence; survival enhancement, % at 20 µM; AID 602274, 2012; 360,000 compounds, 0.044% hits; 100% = ROCK inhibitor wells, 0% = DMSO; in the data active means survival enhancement above about 18%;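 further: cells exposed to compounds for 16 hours before the ATP read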
ABCB6 inh MLPCN: ABCB6 transporter inhibitors, primary screen, K562-ABCB6 cells, flow cytometry, MLPCN library. ATP-binding cassette sub-family B member 6 (Homo sapiens), Q9NP58. K562-ABCB6 porphyrin accumulation, 1 h; active compounds read low. fluorescence ratio to DMSO, % at 10 µM. 360,000 compounds, 0.19% hits. AID 602162, 2011;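 active means fluorescence ratio to DMSO below 75%, the collection mean minus 3 SD; inconclusive means too few cells collected in the well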;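 further: signal is porphyrin accumulated inside mitochondria; 100% equals median channel fluorescence of DMSO control wells; lower ratio means ABCB6 inhibition with less porphyrin fluorescence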
* = called active by the depositor; u = inconclusive; x = not tested or not shown.

SMILES	PDI inh	N-glyco inh	aDG glyco act	Vif imaging	CaV13 ICDI inh	H9c2 protect	Granule exo inh	m5-HT2A agonist	iPSC survival up	ABCB6 inh MLPCN
COc1ncnc(OC)c1S(=O)(=O)Nc1ccc(C(F)(F)F)cc1	-7	4	0.1	0	-4	-3	-14	-4	-0.1	161
Cc1ccccc1/C=N/N1C(=O)CSC1=S	-4	4	0.0	4	-19	-4	-4	-2	-0.3	99
CCC(C)C(=O)Nc1nccs1 (centres undefined)	-1	-3	0.2	4	-6	-2	1	0	0.6	101
Cc1cccc(-n2nc([N+](=O)[O-])c(=NCc3cccnc3)n2O)c1	-1	2	0.4	-2	-5	-2	2	0	-2.4	99
CCCCc1nc(Cl)c(CO)n1Cc1ccc(-c2ccccc2-c2nn[nH]n2)cc1	-2	4	-0.1	0	-6	5	1	-1	-0.6	109
CCN(CC(=O)Nc1ccccc1C(=O)OC)S(=O)(=O)c1ccc(OC)cc1	-1	-2	0.0	-4	-5	-8	2	-1	3.1	98
Cc1cc(C(=O)CCC(=O)N2CCN(c3ccccc3F)CC2)c(C)s1	-8	-1	0.1	2	-5	10	-2	-5	-0.8	100
Nc1nc2cc(Cl)c(Br)cc2o1	2	4	0.0	13	-5	-11	2	-7	-2.6	97
Cc1[nH]nc(SCC(=O)N2CCOCC2)c1[N+](=O)[O-]	-4	0	0.0	-4	-2	-4	1	1	-0.6	92
COc1ccc(/C=N/n2cnnc2SCCO)cc1OC	11	3	0.0	4	x	10	-2	-4	5.0	103
CC(C)Oc1cccc(NC(=O)C2(C)CCCN(C)C2)c1 (centres undefined)	6	0	-0.2	-1	-6	-4	0	-1	1.1	94
COc1ccc(-c2noc(CCC(=O)O)n2)cc1	3	0	0.0	-4	-2	0	-1	0	-0.8	89
c1ccc2c(c1)ncn2CCn1cnc2ccccc21	-4	0	0.0	-8	-3	4	-5	3	1.4	96
COc1ccc(C(=O)Nc2nc3nc(-c4ccccc4)cc(=O)n3[nH]2)cc1	3	1	0.0	x	-4	4	-2	1	-1.1	90
C[C@@H]1CN([C@H](C)CO)C(=O)CCCn2cc(nn2)CO[C@H]1CN(C)S(=O)(=O)c1cccc(F)c1	12	0	-0.1	0	-6	6	-2	-3	0.2	106
CCOC(=O)c1c(C)[nH]c(C)c1C(=O)COC(=O)c1ccc(Cl)nc1	-2	1	-0.1	11	-6	5	0	-9	-1.9	98
C=C1C(=O)OC2CC1C(OC(C)=O)CC(C)=CCCC(C)=CCCC2(C)O (centres undefined)	x	-24	-0.2	-26	x	-9	2	-5	2.2	94
COc1ccccc1CNC(=O)COC(=O)C1CCN(S(=O)(=O)c2c(Cl)cccc2Cl)CC1	0	1	0.1	-1	-2	1	1	0	1.0	91
Cc1ccc(NC(=O)c2cccc(C(=O)OC(C)C)n2)c(Br)c1	8	0	-0.3	3	8	2	-1	-5	-1.1	98
Cn1cc(-c2coc3c(C(=O)NCc4ccco4)cccc23)cn1	-7	5	0.1	-3	x	3	1	-2	1.5	94
O=C(Nc1cccc(O)c1)c1noc2c1CCCCC2	10	-20	-0.1	-1	-9	-21	9	1	-2.1	102
COC(=O)c1cc(Br)c(=O)n(CCN(C(C)C)C(C)C)c1	6	-2	0.0	-9	-6	-2	0	1	-1.2	106
CCn1c(=O)c(=O)n(CC)c2cc(S(=O)(=O)Nc3cc(C)ccc3C)ccc21	1	7	0.1	-16	-3	3	8	1	-0.5	95
CC(NC(=O)COC(=O)C1(C)CC1(Cl)Cl)c1ccccc1 (centres undefined)	4	-1	0.0	14	-3	20	-6	2	-2.1	99
O=C(N/N=C/C1CC2CCC1C2)c1c[nH]c2ccccc12 (centres undefined)	-2	3	0.5	6	-4	-2	3	1	-1.5	100
CCOc1ccc(-c2csc(NNC3=NCCCCC3)n2)cc1	-3	1	-0.4	1	-6	-1	56*	-4	-0.9	100
O=C(Nc1nc2c(s1)CCCC2)c1ccc2ncsc2c1	-13	-12	-0.1	-8	-6	-18	14	-5	-2.8	93
COc1cccc(-c2nnc(NC(C)=O)o2)c1	18	1	1.6	6	-6	0	-1	5	0.2	102
CN(C)N1C(N)=C(C#N)C(c2ccccc2F)C2=C1CC(C)(C)CC2=O (centres undefined)	-5	-2	0.2	-10	-22	-1	-4	-13	0.0	107
COc1ccc(/C=C/C(=O)N2CCC(C(N)=O)CC2)cc1S(=O)(=O)N1CCOCC1	1	1	0.0	16	-3	3	-5	1	-0.2	95
CC(C)(C)c1ccc(C2(C)NC(=O)N(CC(=O)NCc3cccs3)C2=O)cc1 (centres undefined)	10	1	0.1	11	-5	3	15	-1	0.7	103
CC1(C(=O)NC2CCCCC2)CCC(=O)N1Cc1ccc2c(c1)OCO2 (centres undefined)	-5	2	0.1	-2	-4	-1	4	4	1.1	88
COCCNC(=S)N/N=C(\C)c1cc2ccccc2o1	-4	4	0.3	3	x	6	0	-4	-0.9	70*
Cc1ccccc1C(=O)Nc1ccccc1NC(=O)c1ccccc1C	11	1	0.0	-8	-19	6	15	-7	-0.3	93
CCN(C(=O)CCS(=O)(=O)c1ccc2c(c1)oc(=O)n2C)c1ccc(OC)cc1	-14	0	-0.5	6	-3	0	1	0	0.0	100
COc1cc(OC)cc(C(=O)NNC(=O)C2CCC2)c1	6	0	-0.4	-1	-12	0	-6	-6	5.0	90
O=C(/C=C/c1ccc(Cl)c([N+](=O)[O-])c1)Nc1cccc(NC(=O)c2ccco2)c1	16	-2	-0.4	0	0	88*	2	11	-4.2	94
CCOC(=O)Cn1c(-c2ccccc2)ccc(C#N)c1=O	2	-1	0.6	-3	-7	-5	-7	-4	0.6	95
Cn1c(=O)c2cc(NC(=S)NC3CCCCC3)ccc2n1Cc1ccc(Cl)cc1	10	-2	0.2	1	-11	-16	-4	1	-2.7	95
CCOc1ccc(CCNC(=O)COC(=O)/C=C/c2cccc(OC)c2)cc1OCC	-10	-1	0.1	8	-5	-5	4	8	0.1	101
C=CCNS(=O)(=O)c1nc(C)c(Cl)c(C)c1C#N	26	-2	0.4	1	-4	6	u	-2	0.0	98
Cc1cc(C(=O)CSc2nnc(-c3ccccc3)o2)c(C)n1CC1COc2ccccc2O1 (centres undefined)	-12	0	0.1	6	x	-8	0	5	0.1	97
O=C1c2ccccc2C(=O)N1Cc1nc2ccccc2c(=O)n1CCN1CCOCC1	-2	0	0.0	0	-4	5	-3	-2	5.6	93
O=C(CSc1nncs1)Nc1cc(S(=O)(=O)N2CCOCC2)ccc1N1CCCC1	15	0	-0.1	x	-5	2	15	9	2.5	96
O=C(/C=C/c1ccccc1)N(Cc1ccc(Cl)cc1)C1CCS(=O)(=O)C1 (centres undefined)	1	-1	0.1	14	-4	0	17	2	-0.5	97
COc1ccc(Cl)cc1NC(=O)C1COc2ccccc2O1 (centres undefined)	-8	1	-0.1	-4	-4	-8	-3	-7	-1.2	95
O=C1C2C3C=CC(C3)C2C(=O)N1Nc1c(Cl)cc(Cl)cc1Cl (centres undefined)	-4	-1	1.4	x	-14	-4	-2	0	1.3	102
COc1ccccc1NC(=O)c1cnc(SC)nc1	3	2	0.1	-1	-6	4	-3	-1	0.9	95
CC(C)N1CCc2c(sc(NC(=O)c3ccc(S(=O)(=O)N(C)CC4CCCO4)cc3)c2C(N)=O)C1 (centres undefined)	11	-6	0.8	10	-2	3	-1	1	-0.3	93
COC(=O)[C@@H]1[C@@H](C)N(Cc2ccccc2)C(=O)N[C@H]1c1ccccc1	-6	-2	0.0	1	-5	1	-2	-3	-2.5	90
O=C(Nc1ccc(-c2cnco2)cc1)c1ccc(F)cc1F	-2	2	0.2	5	9	-4	-2	-4	-0.4	95
CCc1ccc(NC(=O)C(C)OC(=O)c2cccc(S(=O)(=O)N3CCc4ccccc4C3)c2)cc1 (centres undefined)	3	-3	0.4	2	-5	-6	0	-5	-1.3	93
CCCNC(=O)c1ccccc1NC(=O)c1cccc(-n2cnnn2)c1	-24	-3	-0.1	5	-7	-2	3	4	-0.3	91
NC(=O)C1CCCN(C(=O)CN2C(=O)NC(c3ccccc3)(c3ccccc3)C2=O)C1 (centres undefined)	10	1	-0.1	17	-2	3	-3	9	-0.3	99
OCCN(CCO)CC(O)CN(c1ccccc1)c1ccccc1 (centres undefined)	-2	0	0.0	0	-15	5	27	-2	0.5	99
CCC1(C)COC(c2ccc3c(c2)OCO3)OC1 (centres undefined)	4	0	0.0	21	-6	-1	-5	-2	-1.3	97
Cc1cc(O)c(C=O)c2c1C(=O)Oc1c(CO)c(O)c3c(c1O2)C(O)OC3=O (centres undefined)	x	0	-0.3	2	x	4	-2	6	-1.2	94
CCCC(C)NC(=O)c1cc(Cl)ccc1OC (centres undefined)	10	1	-0.3	7	0	13	-1	2	13	95
CCOC(=O)CNc1nc(OCC#N)nc(N2CCOCC2)n1	-7	2	-0.2	x	x	14	-4	-3	-0.2	114
CC(=N\NC(=O)c1cc(Br)ccc1O)/C(=N/O)C(=O)Nc1ccccc1	-5	-1	-0.2	-8	-3	-4	3	3	-0.4	96
(list continues)
SMILES	PDI inh	N-glyco inh	aDG glyco act	Vif imaging	CaV13 ICDI inh	H9c2 protect	Granule exo inh	m5-HT2A agonist	iPSC survival up	ABCB6 inh MLPCN
COc1ccc(CC(=O)NCc2n[nH]c(=S)n2-c2ccc(F)cc2)cc1	3	0	-0.3	0	-6	4	-3	5	2.4	91
Cc1nn(-c2ccccc2)c(C)c1C(=O)NCc1ccc(F)cc1	7	-1	-0.1	-2	-2	0	0	6	-0.5	98
O=C(Nc1nccs1)c1ccc(Br)c(S(=O)(=O)N2CCCC2)c1	-7	0	0.1	-1	x	3	1	4	-0.4	94
O=C(Cn1c(=S)[nH]c2ccccc2c1=O)NCCc1ccccc1	0	0	-0.1	-4	-2	-6	1	0	-0.9	97
CC(=O)NCCC(=O)N1CCCC(N(C)CCc2ccccc2)C1 (centres undefined)	1	1	0.0	-2	-21	0	-8	2	0.1	98

Rewritten bar-delimited: entries from further up.
mol | PDI inh | N-glyco inh | aDG glyco act | Vif imaging | CaV13 ICDI inh | H9c2 protect | Granule exo inh | m5-HT2A agonist | iPSC survival up | ABCB6 inh MLPCN
COc1ccc(CC(=O)NCc2n[nH]c(=S)n2-c2ccc(F)cc2)cc1 | 3 | 0 | -0.3 | 0 | -6 | 4 | -3 | 5 | 2.4 | 91
Cc1nn(-c2ccccc2)c(C)c1C(=O)NCc1ccc(F)cc1 | 7 | -1 | -0.1 | -2 | -2 | 0 | 0 | 6 | -0.5 | 98
O=C(Nc1nccs1)c1ccc(Br)c(S(=O)(=O)N2CCCC2)c1 | -7 | 0 | 0.1 | -1 | x | 3 | 1 | 4 | -0.4 | 94

Bioassay records: PubChem, several laboratories

The order is random; about 3.1% have a hit in one of these screens.
